ALOX15B inhib – qHTS Assay for Inhibitors of 15-hLO-2 (15-human lipoxygenase 2) | 110,000 compounds, 0.56% hits | purified 15hLO-2, xylenol orange hydroperoxide absorbance | Polyunsaturated fatty acid lipoxygenase ALOX15B (Homo sapiens), O15296 | Potency, µM (top dose mostly 57.1 µM), for the others: top-dose activity change, negative = inhibition, actives largely listed as inhibitors | AID 881, 2007; note: potency is the fitted concentration of half-maximal effect; nearly all actives have a fitted effect of over 60% in size; many of its hits are not listed in these tables
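Purified human 15hLO-2 (50 nM) preincubated 15 min with compound, then 45 uM arachidonic acid for 90 min at RT in 25 mM Hepes pH 7.5, 0.01% Triton X-100. Hydroperoxide detected by Fe-xylenol orange; 573/405 nm absorbance ratio.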
12-hLO inh – qHTS Assay for Inhibitors of 12-hLO (12-human lipoxygenase). Polyunsaturated fatty acid lipoxygenase ALOX12 (Homo sapiens), P18054. purified 12-hLO, xylenol orange hydroperoxide absorbance. Potency, µM (titrated, usually from 57.1 µM), for the others: at the top dose activity change, negative = inhibition, hits mostly inhibitors. 150,000 compounds, 0.12% hits; note: potency is the fitted concentration of half-maximal effect; nearly all actives have a fitted effect of over 55% in size; many of its hits are not listed in these tables
Target sequence (P18054 whole entry, looked up): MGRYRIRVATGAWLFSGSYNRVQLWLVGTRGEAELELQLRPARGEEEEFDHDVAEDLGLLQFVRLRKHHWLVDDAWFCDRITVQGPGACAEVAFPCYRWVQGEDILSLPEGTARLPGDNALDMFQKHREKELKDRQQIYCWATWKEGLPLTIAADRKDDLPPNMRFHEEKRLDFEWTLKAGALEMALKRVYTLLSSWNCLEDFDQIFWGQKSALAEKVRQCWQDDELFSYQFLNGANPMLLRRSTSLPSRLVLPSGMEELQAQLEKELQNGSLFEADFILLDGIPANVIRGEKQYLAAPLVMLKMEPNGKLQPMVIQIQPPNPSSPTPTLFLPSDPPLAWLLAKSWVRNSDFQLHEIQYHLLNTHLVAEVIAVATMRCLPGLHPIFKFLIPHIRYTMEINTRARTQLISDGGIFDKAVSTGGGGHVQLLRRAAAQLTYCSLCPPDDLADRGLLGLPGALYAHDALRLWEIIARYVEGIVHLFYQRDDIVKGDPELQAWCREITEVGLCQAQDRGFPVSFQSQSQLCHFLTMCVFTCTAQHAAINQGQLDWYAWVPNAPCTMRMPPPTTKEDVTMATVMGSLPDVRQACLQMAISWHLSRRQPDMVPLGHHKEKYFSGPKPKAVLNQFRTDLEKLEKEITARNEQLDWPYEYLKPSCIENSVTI
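150 nM 12hLO, 25 mM Hepes pH 7.0 + 0.01% Triton X-100; cpd preinc 15 min RT; 40 uM arachidonic acid, 30 min RT; Fe-XO 30 min; A573/A405 ratio as read-out.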
PNC assembly inh – High Content Assay for Compounds that inhibit the Assembly of the Perinucleolar Compartment. PC3M PTB-GFP, PNC prevalence imaging, 16 h; active compounds read low. 140,000 compounds, 3.1% hits. activity change (PNC), negative = inhibition, % at 10 µM;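 active = readout at or below -70, meaning at least 70% loss of cells showing the perinucleolar compartment, a nuclear body marking cancer cells; inconclusive = readout between -30 and a set limit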;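 note: plate controls were DMSO wells for no effect and camptothecin positive control wells for full effect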
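Read-out is percentage of cells bearing a perinucleolar compartment, from automated 20x imaging of fixed, Hoechst-stained PC3M PTB-GFP cells. Cells were seeded 4 h, then exposed 16 h to compound (23 nl of library stock) in duplicate plates.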
IMPase cell inh – qHTS Assay for Identifying the Cell-Membrane Permeable IMPase Inhibitors | CHO-M1 cells, IP1 accumulation, HTRF TR-FRET ratio | inhibition (IP1 accumulation), % at 46.1 µM | 120,000 tested, under 10 active | AID 901, 2007; active = well fitted curve in the direction sought with a large enough effect in the signal ratio, not every such curve was filed as active; inconclusive = small, poorly fitted or top-dose-only effect, or a change in a side signal; inactive = no such curve, though single readings can be large or run the other way; the % refers to the signal ratio;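 note: cells stimulated with carbachol in lithium chloride buffer; plate controls were DMSO basal wells for no effect and reference inhibitor wells for full effect; higher means more IMPase inhibition seen as more IP1 and lower FRET ratio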
Target sequence (P97697 whole entry, looked up): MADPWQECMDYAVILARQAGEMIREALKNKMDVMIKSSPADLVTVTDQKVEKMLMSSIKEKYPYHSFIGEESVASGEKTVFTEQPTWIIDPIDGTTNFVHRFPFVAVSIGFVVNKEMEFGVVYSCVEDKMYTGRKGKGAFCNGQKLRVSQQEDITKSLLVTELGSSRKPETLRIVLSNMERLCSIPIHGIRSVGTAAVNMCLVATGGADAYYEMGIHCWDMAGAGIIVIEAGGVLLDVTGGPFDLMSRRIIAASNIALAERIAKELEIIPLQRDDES
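Carbachol-driven Gq signalling in CHO-M1 cells (2000/well) generates IP1. Compounds that block IMPase raise IP1 and so reduce the FRET signal from Eu-anti-IP1 and d2-IP1 after a 10 min room-temperature lysis.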
* = called active by the depositor; ? = inconclusive; . = no result given; [ ] = another dose, or the depositor's remark. Unless noted, calls come from the whole dose curve; as a rule, active = well fitted curve in the direction sought with a large enough effect; inconclusive = small, poorly fitted or top-dose-only effect, or another doubt; inactive = no such curve, though single readings can be large; an effect the other way counts as inactive or inconclusive. Unless noted, % is set by controls: 0 for no effect and ±100 for the full control effect.

Every second line gives: IMPase cell inh | PNC assembly inh | 12-hLO inh | ALOX15B inhib
CC1=CCC(COC(=O)Nc2ccccc2)CC1 (stereo not given)
    -3 | -9 | 2% | -13%
Cn1c2ccccc2n2c(=O)c(=O)n(CC(=O)c3ccc(Cl)cc3)nc12
    . | ? | 0% | .
COC(=O)CCC(NC(=O)c1cc(-c2ccc3c(c2)OCCO3)oc1C)C(=O)OC (stereo not given)
    4 | -10 | -5% | -8%
CCC(=O)N1c2ccc(S(=O)(=O)CCC(=O)NCc3ccc4c(c3)OCO4)cc2CC1C (stereo not given)
    -2 | 65 | -3% | 3%
COC(=O)[C@@]1(Cc2ccc(OC)cc2)[C@H]2c3cc(C(=O)N4CCCC4)n(Cc4ccc(Cl)c(C(F)(F)F)c4)c3C[C@H]2CN1C(=O)c1ccccc1
    . | . | -10% | -1%
CC(C)(C)C(=O)OCC1OC(n2cnc(C(N)=O)n2)C(O)C1O (stereo not given)
    -5 | -13 | -1% | -1%
CN(C(=O)c1cc2nc(-c3ccco3)cc(C(F)(F)F)n2n1)C1CCCCC1
    -4 | 0 | -1% | -5%
O=C(O)CCc1ccc(-c2cccs2)n1CCC(=O)O
    -6 | 13 | -10% | -14%
O=C(CCCC(=O)OCC(Cl)=C(Cl)Cl)Nc1ccccc1
    -1 | -18 | -5% | .
CCOC(=O)C(CCc1ccccc1)NC1CCc2ccccc2N(CC(=O)O)C1=O (stereo not given)
    . | . | -1% | 44%[activator]

Some of the entries above, reformatted:
| Structure | IMPase cell inh | PNC assembly inh | 12-hLO inh | ALOX15B inhib |
| --- | --- | --- | --- | --- |
| COC(=O)[C@@]1(Cc2ccc(OC)cc2)[C@H]2c3cc(C(=O)N4CCCC4)n(Cc4ccc(Cl)c(C(F)(F)F)c4)c3C[C@H]2CN1C(=O)c1ccccc1 | . | . | -10% | -1% |
| CC(C)(C)C(=O)OCC1OC(n2cnc(C(N)=O)n2)C(O)C1O (stereo not given) | -5 | -13 | -1% | -1% |
| CN(C(=O)c1cc2nc(-c3ccco3)cc(C(F)(F)F)n2n1)C1CCCCC1 | -4 | 0 | -1% | -5% |

Next entries follow:
Every second line gives: IMPase cell inh | PNC assembly inh | 12-hLO inh | ALOX15B inhib
COc1ccc(OCc2ccc(C(=O)N3CCOCC3)cc2)cc1
    8 | 5 | 7% | .
NC(=O)CN1CCN(c2ccccc2F)CC1
    6 | -9 | 1% | -4%
O=C(Cc1noc2ccccc12)Nc1ccccn1
    . | 16 | 0% | .
C[C@]12C=CC(=O)C=C1CCC1C2C(O)C[C@]2(C)C1CC[C@]2(O)C(=O)CO (stereo not given in full)
    . | . | -1% | 2%
Cc1cccc(N2C(=O)SC(N(CC(=O)O)c3cccc(C)c3)C2=O)c1 (stereo not given)
    -1 | 5 | -3% | -8%
Cc1ccc(CNC(=O)c2ccc3c(=O)n(CCCN4CCCC4=O)c(=S)[nH]c3c2)cc1
    -10 | 32 | 3% | -1%
CCOC(=O)Cc1c(C)nc2c(-c3cccc(Br)c3)c[nH]n2c1=O
    -1 | 20 | -3% | 1%
C=CCNC(=O)CN(c1ccc(F)cc1)S(=O)(=O)c1ccc(OC)cc1
    -7 | 15 | -6% | 1%
COC(=O)c1ccc(C(NC(=O)OCc2ccccc2)/C(=C/[C@@H](C)C(=O)NCc2cc(F)cc(F)c2)c2cccnc2)cc1 (stereo not given in full)
    . | . | -2% | 8%
CCOc1ccc2nc(C(C)O)[nH]c2c1 (stereo not given)
    -4 | ? | -2% | -4%
Cc1ccc(C2C(C(=O)c3sc(C)nc3C)=C(O)C(=O)N2CCCN(C)C)o1 (stereo not given)
    -4 | 20 | -1% | 3%
CCC(=O)N1CCN(c2ccc(NC(=O)c3ccc(Br)o3)cc2)CC1
    . | -94* | 2% | .
c1ccc(C(c2nnnn2Cc2ccco2)N2CCN(C3CCCC3)CC2)cc1 (stereo not given)
    -4 | -25 | -1% | 3%
Cn1nccc1C(=O)Nc1ccn(C23CC4CC(CC(C4)C2)C3)n1
    . | ? | -3% | .
O=C1c2ccccc2C(=O)N1CCc1csc(-c2ccc(F)cc2)n1
    4 | 8 | 0% | 11%
O=C(NCC(F)(F)F)Nc1cccnc1
    7 | -100* | -1% | .
COc1ccc(N(CC(=O)NCc2ccco2)S(C)(=O)=O)cc1OC
    2 | 40 | 1% | -2%
CCOc1ccc(N(CC(=O)N2CCc3ccccc32)S(=O)(=O)c2c(C)noc2C)cc1
    5 | -3 | -9% | -8%
CCCCn1c(=O)n(C)c(=O)c2c3c(sc21)COC(C)(C)C3
    5 | -2 | -6% | -5%
CCSc1ccccc1C(=O)Nc1cccnc1
    ? | -100* | 0% | .
Cc1ccc(NC2=C(Cl)C(=O)OC2OC(=O)c2ccco2)cc1C (stereo not given)
    . | 14 | -6% | .
Cc1nc2nc[nH]n2c(=O)c1CC(=O)O
    -4 | 26 | -6% | 5%
CC(=O)c1c(C)[nH]c(C(=O)Nc2cccc(S(=O)(=O)N3CCOCC3)c2)c1C
    4 | -9 | 0% | .
Cc1noc(NS(=O)(=O)c2ccc(NC(=O)COc3ccc(Cl)cc3Cl)cc2)c1C
    23 | 23 | -21% | -5%
CCn1c(COc2ccccc2)nnc1SCC(=O)c1cccc([N+](=O)[O-])c1
    4 | ? | -2% | -15%
CCOC(=O)c1csc(NC(=O)c2ccccc2)n1
    2 | 27 | 2% | 8%
O=C1/C(=C/c2ccc(F)cc2)SC(=S)N1Nc1ncc(C(F)(F)F)cc1Cl
    -1 | 39 | -9% | -4%
COC(=O)c1ccccc1S(=O)(=O)NC(=O)c1ccccc1
    -6 | -24 | -1% | .
CCCCCCC1CC(CCc2nc(=S)[nH][nH]2)C(=O)O1 (stereo not given)
    . | ? | -2% | .
COc1cccc(-c2cc(NCc3cccs3)ncn2)c1
    . | . | -1% | 11%
COc1ccc(N2C(=O)CC(N3CCC(c4nc5ccccc5[nH]4)CC3)C2=O)cc1 (stereo not given)
    0 | -9 | -8% | -5%
Cc1ccc(NC(=O)c2cccc(OCc3c(C)noc3C)c2)cc1S(=O)(=O)Nc1ccccc1Cl
    . | ? | -2% | .
CNC(=S)N1CCN(c2cccc(OC)c2)CC1
    1 | 49 | 2% | .
CCc1nnc(NS(=O)(=O)c2ccc(N=Cc3c(C)[nH]n(-c4ccc(C)c(C)c4)c3=O)cc2)s1
    -1 | ? | 0% | .
C(#Cc1ccccc1)Cn1nnc2ccccc21
    5 | ? | -2% | 0%
Cc1ccc(/C=C/C(=O)O)cc1S(=O)(=O)N(C)CCO
    -3 | -10 | -2% | .
COc1ccc(Cc2nc3c4c(ncn3n2)Oc2c(ccc3ccccc23)C4c2ccc(OC)c(OC)c2)cc1 (stereo not given)
    -13 | -21 | -3% | .
CCCCN(C)Cc1c(C)[nH]c2ccc(Cl)cc2c1=O
    0 | ? | 5% | 11%
Cc1cc(NC(=O)CSc2nc3ccccc3c(=O)n2C2CCCC2)no1
    7 | -83* | -1% | 7%
Cn1c(Cn2c(=O)sc3ccccc32)nnc1SCC(=O)NCCc1ccccc1
    -9 | 15 | -1% | .
Cc1cc(NC(=O)c2cc(-c3cccs3)on2)nn1Cc1ccc(Cl)cc1
    5 | 11 | -3% | 4%
COc1ccc(-c2cc(=O)oc3c(C)c(OC(=O)c4cccs4)ccc23)cc1
    . | -16 | 0% | .
CCOC(=O)N/N=C/c1ccc(N(CC)CC)cc1O
    . | 2 | 0% | .
COc1ccc2cc(CN(CC3CCCO3)S(=O)(=O)c3ccccc3Cl)c(=O)[nH]c2c1 (stereo not given)
    0 | 54 | -2% | -1%
Cc1cccc(Cn2c(SCCO)nc3c2c(=O)n(C)c(=O)n3C)c1
    4 | ? | -6% | -7%
COc1ccc(O)c(-c2cc(C(F)(F)C(F)F)nc(-c3ccccc3)n2)c1
    -16 | 6 | -8% | -4%
Cc1csc(C(=O)O)c1-n1cccc1
    -8[1.84 µM] | ? | -3% | 27%[11.4 µM]
COc1ccc(-c2cc(C(=O)Nc3c(C)nn(Cc4ccccc4Cl)c3C)no2)cc1OC
    ? | -15 | -13% | 1%
CCOC(=O)C1=C(O)C(=O)NC(c2ccccc2)=C(OC2CCCCC2)C1
    . | 18 | 0% | .
NC(=O)C1CCCN(C(=S)Nc2cccc3ccccc23)C1 (stereo not given)
    5 | ? | -2% | .

Further results follow:
Every second line gives: IMPase cell inh | PNC assembly inh | 12-hLO inh | ALOX15B inhib
O=C(c1ccc(Cl)cc1)N1CCN(C(=O)c2ccco2)CC1
    1 | -100* | 0% | -7%
Cc1onc(-c2ccccc2Cl)c1C(=O)Nc1ccccc1C(N)=O
    5 | 2 | -3% | -3%
COCC(=O)N1CCN(c2ccc([N+](=O)[O-])cc2)CC1
    2 | 75 | -9% | -28%
CCSc1nc(N2CCOCC2)c2c(c1C#N)CC(C)(C)N(C)C2
    -3 | 54 | 9% | 12%
CCCC(=O)NCCc1cc2cc(C)c(C)cc2[nH]c1=O
    3 | ? | 4% | .
Cc1cccc(NC(=O)CSc2nnc(C)c(=O)n2N)c1C
    -2 | -23 | -3% | .
CCc1nc(N)c(C#N)c(-c2ccncc2)c1C
    ? | 1 | -2% | -5%
Cc1ccc(OCC(=O)N/N=C2\CCOc3c(C)cccc32)cc1
    8 | -15 | 4% | -2%
Cc1cc(C)c(C#N)c(N2CCN(Cc3ccc4c(c3)OCO4)CC2)n1
    -12 | ? | -20% | 27%
CCn1c(=NC(=O)CN2C(=O)CCC2=O)sc2c(C)cc(C)cc21
    -4 | 24 | -4% | -1%
CCc1ccc(Nc2nnc(SC3CCOC3=O)s2)cc1 (stereo not given)
    2 | -24 | -2% | .
COc1ccc(Cl)cc1NC(=O)CCn1cnc2ccccc2c1=O
    -5 | 4 | -2% | 12%
Cc1ccccc1OCC(=O)Nc1cccc(NC(=O)c2ccco2)c1
    -5 | 23 | -4% | 4%
O=C(Nc1ccccc1)c1nnsc1S(=O)(=O)c1ccc(Cl)cc1
    4 | ? | ? | ?
O=C(NCc1ccc2c(c1)OCO2)c1c[nH]c2ccc(S(=O)(=O)N3CCOCC3)cc2c1=O
    -25 | 2 | -18% | -11%
COc1ccc2cc(C(=O)NC3CCCCC3)c(=O)oc2c1
    -3 | ? | -4% | -9%
CCCc1[nH]n(-c2nc3ccccc3s2)c(=O)c1C=NCCN1CCOCC1
    -5 | ? | -5% | 16%[2.29 µM]
NNC(=O)c1nnn(-c2nonc2N)c1-c1cccs1
    4 | 8 | -10% | -4%
CN(C)c1ccc(/C=N/c2cc(-c3ccccc3)nn2-c2ccccc2)cc1
    1 | -1 | 5% | 8%
O=C(CCC1CC(=O)Nc2ccccc21)NCc1ccccc1 (stereo not given)
    -11 | -10 | 5% | 2%
COc1cccc(CNc2nc3nc(C)cc(C)n3n2)c1
    -8 | 14 | -1% | 24%
Cc1ccc(Cl)c(OC(=O)c2ccc(N3CCOCC3)c([N+](=O)[O-])c2)c1
    3 | -24 | -7% | .
Cc1nc2c(C(=O)NCc3ccc4c(c3)OCO4)c[nH]n2c(=O)c1Cl
    8 | -6 | -17% | -10%
O=C(COc1ccccc1)NCC(=O)Nc1ccc(S(=O)(=O)NCc2ccco2)cc1
    0 | -4 | -5% | -14%
CC1CCN(C(=O)CCCNC(=O)Cn2cnc3sc4c(c3c2=O)CCCC4)CC1
    3 | ? | 1% | 2%
Cc1cc(OCC(=O)Nc2ccc(S(=O)(=O)NC3=NCCCCC3)cc2)c(C(C)C)cc1Cl
    . | 31 | 2% | .

Compound activity as filed in PubChem.

Not all compounds are listed, so the mix of outcomes need not match the whole.
